From PubChem
mcGAS RapidFire: mouse cGAS inhibition by mass spec; Q8C6L5; recombinant mouse cGAS, cGAMP by RapidFire MS; inhibition, % at 12.5 µM; 130,000 tested, 0.18% active;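 active = inhibition of cGAS enzyme activity at or above 60%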;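 also: enzyme stimulated by 45 bp dsDNA with ATP and GTP substrates; cGAMP share of summed cGAMP plus half ATP and half GTP signals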
Target sequence (Q8C6L5 whole entry, looked up): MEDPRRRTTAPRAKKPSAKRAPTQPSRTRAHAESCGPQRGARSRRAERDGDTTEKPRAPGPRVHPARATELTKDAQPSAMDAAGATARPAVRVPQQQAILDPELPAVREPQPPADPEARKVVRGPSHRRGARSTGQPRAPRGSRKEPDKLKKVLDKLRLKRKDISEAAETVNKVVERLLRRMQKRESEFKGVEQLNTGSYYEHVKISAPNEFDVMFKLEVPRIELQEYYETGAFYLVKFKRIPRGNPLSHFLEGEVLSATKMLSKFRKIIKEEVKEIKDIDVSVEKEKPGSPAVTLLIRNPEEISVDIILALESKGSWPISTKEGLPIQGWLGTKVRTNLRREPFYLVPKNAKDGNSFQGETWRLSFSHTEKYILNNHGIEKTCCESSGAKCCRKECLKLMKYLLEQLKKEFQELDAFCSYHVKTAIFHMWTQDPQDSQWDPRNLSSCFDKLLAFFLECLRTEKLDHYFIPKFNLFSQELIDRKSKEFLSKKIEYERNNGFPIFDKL
The depositor's hits bear a star; & = joins results of further samples. Some of the compounds tested; count on the stated rates, not on these rows.

SMILES	mcGAS RapidFire
CS(=O)Cc1cccc(C(=O)N=c2sccn2Cc2ccc(Cl)cc2Cl)c1 (stereo unspecified)	-9
CCOC(=O)C1(Cc2ccccc2F)CCCN(C(=O)CCc2cnn(C)c2)C1 (stereo unspecified)	3
Cn1ncc2c(Nc3ccccc3)nc(Nc3ccccc3)nc21	-3
CC(C)Cc1c(C#N)c(SCC(=O)Nc2ccc(Br)cc2)nc2c1CCCC2	2
CCn1c(SCC(=O)Nc2c(C)cc(C)cc2C)nc2c(c1=O)SC(C)C2 (stereo unspecified)	-7
CCC(Nc1ccc(CNC(C)=O)cc1)c1ccc(F)cc1 (stereo unspecified)	-3
Cc1nc2c(c(N(C)C)n1)CCN(C(=O)CCc1c[nH]c3ccccc13)C2	-11
C=Cc1ccc(CN2C(=O)C(C)Oc3ccc(S(=O)(=O)CC)cc32)cc1 (stereo unspecified)	-12
CC1(C(=O)NCc2ccccc2Br)CCN1C(=O)c1ccco1 (stereo unspecified)	-13
CCn1ncc(NC(=O)C2C3CCC(O3)C2C(=O)O)c1C(=O)N1CCOCC1 (stereo unspecified)	-8

Overlap with the part before: 5 entries, then new ones.
SMILES	mcGAS RapidFire
CCC(Nc1ccc(CNC(C)=O)cc1)c1ccc(F)cc1 (stereo unspecified)	-3
Cc1nc2c(c(N(C)C)n1)CCN(C(=O)CCc1c[nH]c3ccccc13)C2	-11
C=Cc1ccc(CN2C(=O)C(C)Oc3ccc(S(=O)(=O)CC)cc32)cc1 (stereo unspecified)	-12
CC1(C(=O)NCc2ccccc2Br)CCN1C(=O)c1ccco1 (stereo unspecified)	-13
CCn1ncc(NC(=O)C2C3CCC(O3)C2C(=O)O)c1C(=O)N1CCOCC1 (stereo unspecified)	-8
OCCCn1cnc(-c2ccccc2)c1-c1ccc(Sc2ncn[nH]2)o1	-16
Cc1ccc(C(O)c2ncc(-c3cccc(F)c3)[nH]2)cc1 (stereo unspecified)	-8
CCCc1nc(N(C)Cc2nc3ccsc3c(=O)[nH]2)c2cnn(C)c2n1	-12
CNS(=O)(=O)c1cc(-c2nnc(Nc3ccc(OCC(N)=O)cc3)c3ccccc23)ccc1C	-3
O=c1oc2cc(O)ccc2cc1-c1nnc(Nc2cccc(C(F)(F)F)c2)s1	-10
COc1ccc(C(=O)NC2CC2)cc1OC1CCN(Cc2ccccc2F)CC1	4
O=C(Cc1noc2ccccc12)Nc1ccc(C(F)(F)F)cc1	-3
O=C(Nc1cccc(C(F)(F)F)c1)c1ccc2nc(-c3ccccc3)c(-c3ccccc3)nc2c1	9
Cc1n[nH]c(C)c1CCCCCCOc1ccc(F)cc1	-3
C1=CC2(CC2)C2C1C1C3CC3C2C12CC2 (stereo unspecified)	-1
CN1C(=O)C[C@@H](C(=O)N[C@@H]2C[C@H]3CC[C@]2(C)C3(C)C)[C@@H]1c1cccnc1	-1
O=C1CC(c2cccnc2N2CCOCC2)c2cnn(-c3ccccc3)c2N1 (stereo unspecified)	-18
CC(C(=O)N1CCN(C(=O)c2ccco2)CC1)N1C(=O)NC2(CCCCC2C)C1=O (stereo unspecified)	-5
COc1ccc(CNC(=O)c2sc(=O)n(Cc3c(C)cccc3C)c2C)cc1	-5
CC(=O)Oc1ccc(C(=O)N2CCN(c3cccc(Cl)c3)CC2)cc1	-4
CCOC(=O)c1c(C)[nH]c(C(=O)C(C)N2C(=O)CC3(CCCC3)C2=O)c1C (stereo unspecified)	-3
CCOC(=O)Cn1c(=O)c2c(nc3n2CCCN3c2ccc(OCC)cc2)n(C)c1=O	-1
CC(C)Cn1c(SCC(=O)Nc2ccccc2)nnc1-c1ccco1	-3
CN(C)c1ccccc1-c1cc(N2CCN(S(=O)(=O)c3ccc(Cl)cc3)CC2)ncn1	-3
O=C(NCC1=CCCCC1)c1ccc2c(c1)ncn2CCO	-3
C=CCc1cccc(/C=N\NC(=O)CSc2nnc(-c3ccccc3)n2-c2ccccc2)c1O	-4
O=S(=O)(Nc1nc2ccccc2s1)c1ccccc1	-4
CCCCOc1ccccc1-c1cc(C(=O)N/N=C\c2cccnc2)[nH]n1	-11
Cc1nc(C)c(C(=O)N2CCN(c3ccc4nnc(-c5ccco5)n4n3)CC2)s1	-2
CC(O)CN1CCN(C(=O)C2CCCN(c3nccs3)C2)CC1 (stereo unspecified)	-6
CCOCC(=O)N1CCN(C23CC4CC(CC(C4)C2)C3)CC1	-3
O=C1N[C@H](C(=O)O)CS1	-2
Cc1cc2nc(Cc3ccccc3)n(CC(=O)O)c2cc1C	-5
CCC(CN1CCCC1)NC(=O)Nc1nc(C)c(C)s1 (stereo unspecified)	-13
COc1ccc(Cc2nnc(N3CCCC3)[nH]c2=O)cc1	-7

Looked up one by one from the list above:
SMILES	mcGAS RapidFire
C1=CC2(CC2)C2C1C1C3CC3C2C12CC2 (stereo unspecified)	-1
CNS(=O)(=O)c1cc(-c2nnc(Nc3ccc(OCC(N)=O)cc3)c3ccccc23)ccc1C	-3
CCOC(=O)Cn1c(=O)c2c(nc3n2CCCN3c2ccc(OCC)cc2)n(C)c1=O	-1

Continuation:
SMILES	mcGAS RapidFire
CNC(=O)[C@@H]1C[C@@H](N)CN1C(=O)CCc1ccc(-c2ccc(C)cc2)o1	-14
C=c1ccccc1=c1[nH]/c(=C/c2coc3ccc(Cl)cc3c2=O)c(=O)o1	19
COC(=O)C1Cc2ccccc2CN1Cn1c(SC)nc2ccccc21 (stereo unspecified)	-3
O=C1NCCC1N1CCN(c2nccc(C(F)(F)F)n2)CC1 (stereo unspecified)	-16
Cc1nc(SCC(=O)NC2CCS(=O)(=O)C2)n(C2CCCCC2)c1C (stereo unspecified)	-8
Cc1cccc(Cn2cnc3c(nnn3C)c2=O)c1	-5
COCC1CCCN(C(=O)c2ccc(N(C)CCc3ccccc3)nc2)C1 (stereo unspecified)	-1
COC1(OC)OC=C(C#N)C(c2ccccc2)C1(OC)OC (stereo unspecified)	-1
CC(NC(=O)c1ccccc1)C(=O)N1CCCC1c1ccccc1 (stereo unspecified)	-7
CCOC(=O)c1c(C)[nH]c(C(=O)CC#N)c1C	-9

The list goes on, overlapping the part above by 6 compounds.
SMILES	mcGAS RapidFire
Cc1nc(SCC(=O)NC2CCS(=O)(=O)C2)n(C2CCCCC2)c1C (stereo unspecified)	-8
Cc1cccc(Cn2cnc3c(nnn3C)c2=O)c1	-5
COCC1CCCN(C(=O)c2ccc(N(C)CCc3ccccc3)nc2)C1 (stereo unspecified)	-1
COC1(OC)OC=C(C#N)C(c2ccccc2)C1(OC)OC (stereo unspecified)	-1
CC(NC(=O)c1ccccc1)C(=O)N1CCCC1c1ccccc1 (stereo unspecified)	-7
CCOC(=O)c1c(C)[nH]c(C(=O)CC#N)c1C	-9
Cc1cnn(CCC(=O)N2CCC3(CCNCC3)CC2)c1	-9
CN(C)CC1(O)CCN(C(=O)c2ccc(-c3nnn(C)n3)cc2)C1 (stereo unspecified)	-17
CC1CN(C)CC1NS(=O)(=O)/C=C/c1ccccc1 (stereo unspecified)	-15
CCCSCC(=O)N(Cc1ccc(C)s1)C1CCCC1	-2
O=C(c1ccccc1)N1N=C(c2ccncc2)CC1(O)C(F)(F)F (stereo unspecified)	1
C#CCN(C)C(=O)c1ccc(OCC(N)=O)cc1	-7
CCn1nnnc1SCC(=O)Nc1ccc(N2CCCCCC2)cc1	-1
CN(C)CCN(Cc1cc(N)ccc1N(C)C)C(=O)c1ccc(F)cc1	-7
Cc1ccc(C2=Nc3nnnn3C(c3ccc(Cl)cc3)C2)cc1 (stereo unspecified)	-4
COc1cccc(-n2cc(CN(C)Cc3cnc(N(C)C)nc3)cn2)c1	-36
Cc1cc(C)n(-c2cccc(CN(C)C(=O)Cn3nnnc3CN3CCCC3)c2)n1	-2&1
CCN(C(C)=O)c1nc(COC(=O)CN2C(=O)C3CC=CCC3C2=O)cs1 (stereo unspecified)	-12
CC(Sc1nnc(-c2ccccc2)n1C)c1cccc([N+](=O)[O-])c1 (stereo unspecified)	-9
CCC(=O)c1cc(Cl)cc(Cl)c1OCc1ccc(C#N)cc1	1
CC1NC2(C(=O)Nc3ccccc32)C2C(=O)N(c3cccc4ccccc34)C(=O)C12 (stereo unspecified)	-4
Cc1nc(CN2C(=O)C(C)(C)ON=C2c2ccc(C(F)(F)F)cc2)cs1	-4
O=c1c(Cl)c(N2CCN(c3ncccn3)CC2)cnn1-c1nc2ccccc2[nH]1	-13
COc1cc(C2C(=C(O)c3ccccc3)C(=O)C(=O)N2CCCN2CCOCC2)cc(OC)c1OC (stereo unspecified)	5
COC(=O)c1c(NC(=O)CCCC(=O)O)sc2c1CCC2	-24
Brc1ccc(C2CC(c3cccs3)=Nc3nnnn32)cc1 (stereo unspecified)	-43
COc1ccc([N+](=O)[O-])cc1CN1CCCn2cccc2C1c1ccccc1Cl (stereo unspecified)	-6
CCc1ccc(/C=C/c2[nH]c(=O)[nH]c(=O)c2[N+](=O)[O-])cc1	-6
CCCC(C#N)NS(=O)(=O)c1ccc(CC)s1 (stereo unspecified)	7
COC(=O)[C@@H]1C[C@H](NC(=O)C2=NN(C)C(=O)CC2)CN1C	-36
Nc1nc(SC2(c3ccccc3)OCCO2)n[nH]1	-6
CCCCC(CC)Cn1c(=N)c(C#N)cc2c(=O)n3ccccc3nc21 (stereo unspecified)	-4
O=C1c2ccccc2C(=O)N1CCCCOc1ccc(Cl)cc1	1
O=C(Cn1nnnc1CN1CCCC1)NC1CCCN(Cc2ccccc2)C1 (stereo unspecified)	0
CCc1cc(-c2ccc(S(C)(=O)=O)cc2)ccc1NC(C)=O	-5
CC(C)(C)c1nc(C(C)(C)NC(=O)CC2CC3CCC2C3)no1 (stereo unspecified)	2
NC(=O)CCN(C(=O)C1=CC=CN2CCS(=O)(=O)N=C12)c1ccccc1	-7
O=C1OC(/C=C\c2cccc([N+](=O)[O-])c2)=NC/1=C/c1ccccc1[N+](=O)[O-]	1
CC1(O)CN(C(=O)c2ccccc2)C(=S)N1c1ccc(Cl)cc1 (stereo unspecified)	-3
C=CCNC(=O)C1CCN(S(C)(=O)=O)CC1	-8
CCOc1ccc(CN2CCN(Cc3ccc4nonc4c3)CC2CCO)cc1 (stereo unspecified)	-10
CSc1ccc(Cn2c(C)c(C(=O)NCc3ccc(C(F)(F)F)cc3)sc2=O)cc1	0
CC(=O)c1cccc(NC(C)C(=O)c2c(C)[nH]c3ccccc23)c1 (stereo unspecified)	-2
CCOC(=O)C1=C(C)N=c2s/c(=C\c3ccc(Br)cc3)c(=O)n2C1c1ccc(OC)cc1 (stereo unspecified)	-4
CN(CC(=O)Nc1cccc(C(=O)NC2CC2)c1)Cc1cccs1	-9
CN(CCCNC(=O)CCC(=O)N1CCc2c([nH]c3ccccc23)C1)c1ccccc1	12
CCOC(=O)C1CCN(C(=O)CN2CCCC2c2ccccc2C)CC1 (stereo unspecified)	-14
COC(=O)CCCN(C)C(=O)CCc1ccc(-c2ccccc2)[nH]1	-16
Cc1cccnc1NC(=O)C1CCN(c2cccc(C(F)(F)F)n2)CC1	10
O=C(NCCc1ccc(F)cc1)c1cc(=O)c(OCc2ccc(F)cc2)c[nH]1	-2
O=C(c1ccc(OCCN2CCCCC2)cc1)c1c(-c2ccc(O)cc2)sc2cc(O)ccc12	-10&-1
O=C(Nc1cccnc1Oc1ccccc1)NC1CCCC1	-16
COc1ccccc1CN(C)S(=O)(=O)c1ccc2c(c1)NC(=O)CC(=O)N2	-6
CC(C)Cc1cc(CNC(=O)c2cn3c(n2)CNCC3)no1	-16
CC1Cc2cc(-c3cc(COC(=O)c4ccc(S(=O)(=O)N(C)C)cc4)no3)ccc2O1 (stereo unspecified)	1
O=C(Cn1cnc2ccccc2c1=O)Nc1ccc2c(c1)OCCCO2	-6

The results go on.
SMILES	mcGAS RapidFire
COC(=O)CCCS(=O)(=O)NC(=O)CSCC1CCCO1 (stereo unspecified)	-11
OCC1OC(Oc2ccc(Cl)cc2Cl)C(O)C(O)C1O (stereo unspecified)	1
CCOC(=O)Cn1c(=NC(=O)c2ccc(S(=O)(=O)N(C)C)cc2)sc2cc(C)ccc21	-9
Cc1ccccc1CCNC(=O)C1CC2CCCC(C1)C2=O (stereo unspecified)	-2
CN(Cc1c(F)cccc1Cl)C(=O)/C=C/c1ccc(N2CCCC2=O)cc1	6
CC(C)CC(=O)C(=O)N(C)CC1CCCN(CCc2ccccc2F)C1 (stereo unspecified)	1
CCN(CC)C(=O)CN(C)C(=O)C(O)(c1ccccc1)C(C)C (stereo unspecified)	-10
Cc1cc(N2CCC3(CC2)CNC(=O)C3)nc2cc(F)ccc12	-17
c1ccc2[nH]c(CSc3nc4ncccc4[nH]3)nc2c1	-3
CCN(CC(=O)NC(=O)NC)C1CN(C(=O)OC(C)(C)C)C1	-2
COc1ccc(CCN(C)C(=O)C(C)Oc2ccccc2)cc1OC (stereo unspecified)	-1
Cc1cc(S(=O)(=O)Nc2ccc3c(c2)CN(C(=O)C2CC2)CC3)ccc1F	-4
Nc1nnc(SCc2cc(F)cc(F)c2)s1	-3
Cc1cc(C(=O)NCc2cccc(N3CCOC3=O)c2)ccc1F	-14
CC(C)(C)n1ncc2c(=O)n(NC(=O)Cc3ccc(F)cc3)cnc21	-4
COCCN(Cc1nccs1)C(=O)c1cn(-c2ccccc2)nn1	-41
O=C1N(Cc2ccccc2)C(=O)C2(CCN(C3CCSC3)CC2)N1CCc1ccccc1 (stereo unspecified)	-21
O=C(c1cc2ccccc2oc1=O)N1CCOC(CC2CCCCC2)C1 (stereo unspecified)	-4
O=C(c1csc2nc(-c3ccccc3)cn12)N1CCCCC1CCn1cccn1 (stereo unspecified)	-8
CCOC(=O)C1CCN(C(c2ccccc2)c2c(O)cc(C)n(Cc3ccco3)c2=O)CC1 (stereo unspecified)	-5
COc1ccc(C2(C)NC(=O)N(NC(=O)CN(C)c3cnn(C)c3)C2=O)cc1 (stereo unspecified)	-3
